HIF activator: HIF pathway transcriptional activation | U2OS HRE-luciferase reporter, luminescence; normalized: DMSO 0%, desferrioxamine 100% | activation, % at 7.5 µM (by protocol) | hit rate 0.32% among 300,000 | AID 1910;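 active means mean activation of at least 10% of the iron chelator positive control signal, with at least half of replicates also reaching 10%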
MrgX1 agonist: activates human MrgX1 receptor signaling; B-score at 10 µM; MrgX1-HEK293 cells, Fluo-4 calcium fluorescence, agonist mode; hits give high values; hit rate 0.44% among 310,000; Q96LB2;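 active means calcium response B-score plate-corrected fluorescence ratio at least 3 library SD, with starting fluorescence B-score inside 5 SD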
Target sequence (Q96LB2 whole entry, looked up): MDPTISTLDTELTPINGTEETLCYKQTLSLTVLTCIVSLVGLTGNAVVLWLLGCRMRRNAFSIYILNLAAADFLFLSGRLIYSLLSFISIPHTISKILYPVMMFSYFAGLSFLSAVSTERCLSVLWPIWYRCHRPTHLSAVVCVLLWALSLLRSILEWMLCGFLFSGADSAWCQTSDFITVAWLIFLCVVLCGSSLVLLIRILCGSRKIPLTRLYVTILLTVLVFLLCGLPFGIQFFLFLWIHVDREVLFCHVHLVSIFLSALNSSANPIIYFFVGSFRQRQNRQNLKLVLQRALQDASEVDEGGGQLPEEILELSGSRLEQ
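Assay system: stable human MrgX1 HEK293 cell line. Quantity: 15,000 cells per well. Schedule: cells plated overnight, dye loaded 0.5 h 37 °C, 0.5 h room temperature. Detection: Fluo-4 NW calcium-flux fluorescence, kinetic read. Read-out basis: peak-minus-minimum fluorescence over baseline, converted to B scores. Control set: positive and negative control wells on each plate.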
TRPC6 act: activators of mouse TRPC6 channel; Q61143; HEK293-TRPC6 membrane potential dye fluorescence; hits give high values; B-score at 10 µM; hit rate 0.13% among 310,000;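 active means B-score of the integrated fluorescence ratio above library mean plus 3 SD, and starting fluorescence ratio within library mean plus 5 SD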;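 further: higher score means more depolarization so channel activation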
TRPC4 inh: TRPC4 (mouse) channel inhibition; Q9QUQ5; HEK293 TRPC4beta/mu-opioid, DAMGO-evoked Fluo4 calcium flux; hits give low values; B-score at 10 µM; hit rate 0.39% among 300,000;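 active means B-score over 3 SD under the library average, no early fluorescence shift, positive overall ratio signal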
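material = TRPC4beta/mu-opioid receptor HEK293 cell line | probe or stimulus = sequential submaximal and maximal DAMGO stimulation | compound dosing = one concentration per compound | measured by = Fluo4 Ca2+ flux fluorescence | evaluation = integrated fluorescence ratio relative to baseline, converted to per-well B score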
MrgX1 PAM: allosterically activates human MrgX1 receptor signaling | Q96LB2 | MrgX1-HEK293, Fluo-4 calcium flux, FDSS; hits give high values | B-score at 10 µM | hit rate 0.63% among 310,000 | AID 588675;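 active means plate-corrected calcium response at least 3 library SD above typical, normal starting fluorescence, not activating the receptor alone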;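 further: compound read alongside a low EC10 to EC30 dose of BAM8-22 agonist; peak minus trough fluorescence over baseline measured at the second addition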
TRPC4 agonist: TRPC4 (mouse) channel activation. HEK293 TRPC4beta/mu-opioid, Fluo4 calcium fluorescence; hits give high values. Q9QUQ5. B-score at 10 µM. hit rate 0.49% among 310,000;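 active means B-score above 5 SD of library B-scores, and initial fluorescence ratio not above library mean plus 5 SD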;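 further: positive B-score marks a calcium rise read as TRPC4 activation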
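Assay system: HEK293 stable line with TRPC4beta plus mu-opioid receptor. Times: dye 45 min RT, read 110 s. Measured by: kinetic Fluo4 calcium fluorescence. Measure: B score of integrated ratio. Controls: assay buffer as low control, maximal DAMGO as high control.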
MrgX1 antagonist: human MrgX1 receptor antagonism, primary screen; Q96LB2; MRGX1-HEK293 calcium flux, Fluo-4, BAM8-22 antagonism; hits give low values; B-score at 10 µM; hit rate 1.3% among 310,000;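 active means calcium-response B-score plate-corrected more than 3 library SD below zero, starting fluorescence within 5 deviations, no agonist response on first addition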;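 further: peak minus trough fluorescence over baseline after final BAM8-22 challenge near maximal dose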
TRPC6 inh: blocks the mouse TRPC6 cation channel; Q61143; HEK293-TRPC6, membrane potential dye, ACh-evoked depolarization; hits give low values; B-score at 10 µM; hit rate 1.1% among 310,000;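 active means B-score under library mean minus 3 SD, initial fluorescence not abnormally high, positive integrated signal ratio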;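 further: B-score derived from integrated fluorescence ratio over the kinetic read; more negative B-score means stronger inhibition of depolarization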
TRPC4 potent: allosterically enhances the mouse TRPC4 cation channel; Q9QUQ5; HEK293 TRPC4beta/mu-opioid, DAMGO EC20, Fluo-4 Ca2+ flux; hits give high values; B-score at 10 µM; hit rate 0.42% among 310,000; AID 2227;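 active means B-score of calcium response area above 5 SD of library B-scores, with initial fluorescence ratio within 5 SD of library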;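 further: B-score of integrated fluorescence ratio over time as area under calcium response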
PolyA inh: yeast polyadenylation inhibition. calls only at 12 µM. AID 1875. hit rate 0.02% among 300,000. S. cerevisiae SKY197-pL101 polyadenylation reporter, beta-gal luminescence; efflux-impaired pdr1/pdr3 knockout yeast; score 100 = 6 SD above DMSO;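 active means lowest replicate activity score at least 50, where 100 means six control SD above control mean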;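 further: yeast exposed to compound for 9 h at 30 °C; higher score means more reporter readthrough which indicates perturbed polyadenylation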
AI-2 QS modul: modulates the Vibrio harveyi AI-2 quorum sensing system. Vibrio harveyi JMH597 AI-2 luminescence/OD600 ratio, 9 h; hits give low values; strain lacks LuxN and CqsS sensors; 0 = neutral-control median. activity change, % at 7.5 µM. AID 2094. hit rate 0.4% among 300,000; in the data active means activity change below about -75%, passing the limit was not always enough;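 further: luminescence divided by OD600 gain over 9 h not by final OD600 alone; inactives centre near 13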
Starred values were filed as active, the others as inactive; i = inactive; nt = not tested or not shown. An excerpt; count on the stated rates, not on these rows.

Second line of a record – HIF activator | MrgX1 agonist | TRPC6 act | TRPC4 inh | MrgX1 PAM | TRPC4 agonist | MrgX1 antagonist | TRPC6 inh | TRPC4 potent | PolyA inh | AI-2 QS modul
CCN1CCN(C(=O)CN(C)S(=O)(=O)c2ccc3ccccc3c2)CC1
 : 0.3 | i | i | i | i | i | i | i | i | i | 17
Cc1sc2ncnc(NCc3cccs3)c2c1C
 : -0.3 | i | i | i | i | i | i | i | i | i | 39
O=C1c2ccccc2C(O)N1c1ccccc1 (configuration not stated)
 : -0.8 | i | i | i | i | i | i | i | i | i | 10
Cc1cc([N+](=O)[O-])ccc1NC(=S)NC(=O)C(c1ccccc1)c1ccccc1
 : 0.2 | i | i | i | i | i | i | i | i | i | 20
CC(=O)c1cccc(NC(=S)NNC(=O)c2ccco2)c1
 : 2.5 | i | i | i | i | i | i | i | i | i | 24
CCS(=O)(=O)c1ccc(-c2csc(-c3ccccc3Cl)n2)c(Cl)c1Cl
 : 1.7 | i | i | i | i | i | i | i | i | i | 14
O=C(O)CNC(=S)N(Cc1ccc(F)cc1)C1CCCCC1
 : 0.8 | i | i | i | i | i | i | i | i | i | 3
CN(C)C(CNC(=O)C1CCN(S(=O)(=O)c2cccc(C(F)(F)F)c2)CC1)c1ccccc1 (configuration not stated)
 : -0.3 | i | i | -8* | i | 48* | i | i | i | i | 7
CN(Cc1cnn(-c2ccccc2)c1)C(=O)C1CCC(=O)N(C2CC2)C1 (configuration not stated)
 : -0.1 | i | i | i | i | i | i | i | i | i | 9
CCCCOc1ccc(-c2cc(C(F)(F)F)c(C#N)c(SCC(=O)O)n2)cc1
 : -0.1 | i | i | i | i | i | i | i | i | i | 24
O=C(O)CCN1C(=O)/C(=C\c2cccc(Oc3ccccc3)c2)SC1=S
 : -0.9 | i | i | i | i | i | i | i | i | i | -13
Cc1ccc(S(=O)(=O)NNC(=O)C2COc3ccccc3O2)cc1 (configuration not stated)
 : -0.4 | i | i | i | i | i | i | i | i | i | 16
O=C(CCCC(=O)N(CC(=O)NC1CCCCC1)CC1CCCO1)Nc1ccccn1 (configuration not stated)
 : 0.2 | i | i | i | i | i | i | i | i | i | 22
Cc1cc(NC(=S)Nc2ccccc2)ccc1Br
 : 0.8 | i | i | i | i | i | i | i | i | i | 1
CC1CCCN(CC(O)COc2ccc(Cl)cc2)C1 (configuration not stated)
 : -0.1 | i | i | i | i | i | i | i | i | i | 28
COc1cc(OC)c(C2=NOC(C(=O)NCc3cccs3)C2)cc1Cl (configuration not stated)
 : 0.4 | i | i | i | i | i | i | i | i | i | 24
CCN1C(=O)c2cccc3c(NC(=O)c4cccc(N5C(=O)CCC5=O)c4)ccc1c23
 : 0.2 | i | i | i | i | i | i | i | i | i | 13
O=C(Nc1cc2c3c(c1)C1CCCC1CN3CC1CCCC21)c1ccccc1 (configuration not stated)
 : -1.1 | i | i | i | i | i | -13* | -5.9* | i | i | 14
COC(=O)/C(C#N)=C/c1cc(C)sc1C
 : -0.5 | i | i | i | i | i | i | i | i | i | -5
O=S(=O)(Nc1ccc2c(c1)nc1n2CCOC1)c1ccccc1
 : -0.2 | i | i | i | i | i | i | i | i | i | 3
CCOC(=O)c1cnc(Cc2ccccc2)[nH]c1=O
 : 0.7 | i | i | i | i | i | i | i | i | i | 13
COc1ccc(-n2nc3cc(C)c(N)c(Br)c3n2)cc1
 : 3.4 | i | i | i | i | i | i | i | i | i | 8
O=C(COc1ccc(S(=O)(=O)N2CCCCC2)cc1)N1CCCC1
 : 0.3 | i | i | i | i | i | i | i | i | i | 14
OC(COCc1ccccc1)CN1CCc2ccccc2C1 (configuration not stated)
 : -0.3 | i | i | i | i | i | i | i | i | i | 21
CCOc1ccc(OCC(O)CN2CCN(S(=O)(=O)c3cccc(C(F)(F)F)c3)CC2)cc1 (configuration not stated)
 : -0.9 | i | i | i | i | i | i | i | i | i | 35
Cn1c2ccccc2c2cnn(CC(=O)NCCCN3CCN(c4ccccc4F)CC3)c(=O)c21
 : -0.2 | i | i | i | i | i | i | i | i | i | 25
Cn1ccc(=NC=C(C#N)C#N)c2ccccc21
 : -0.1 | i | i | i | i | i | i | i | i | i | 23
Brc1ccc(-c2c[n+]3c(n2-c2ccccc2)SCC3)cc1
 : 0.2 | i | i | i | i | i | i | -7.2* | i | i | 12
Fc1ccc(C2CC(c3cccs3)=NN2C(=S)Nc2ccccc2)cc1 (configuration not stated)
 : nt | i | i | i | i | i | i | i | i | i | 10
COc1ccc(/C=N/NC(=O)c2ccn[nH]2)cc1CSc1ccccn1
 : 2.0 | i | i | i | i | i | i | i | i | i | 10
Cc1ccc(/C=N\NC(=O)c2cc([N+](=O)[O-])cc([N+](=O)[O-])c2)o1
 : -2.7 | i | i | i | i | i | i | i | i | i | 6
CCOC(=O)N1CCN(CC(O)COc2ccccc2C(C)(C)C)CC1 (configuration not stated)
 : -0.3 | i | i | i | i | i | i | i | i | i | 5
COc1ccc(N2CCN(C(=O)c3ccc(NS(=O)(=O)c4cccc(F)c4)cc3)CC2)cc1
 : 0.5 | i | i | i | i | i | i | i | i | i | 21
CC(C)n1c(=O)n(CC(=O)NCC2CCCO2)c(=O)c2c3c(sc21)COC(C)(C)C3 (configuration not stated)
 : -0.2 | i | i | i | i | i | i | i | i | i | 4
O=C(CCNC(=O)c1ccc(Br)o1)NCc1ccccc1Cl
 : 0.1 | i | i | i | i | i | i | i | i | i | 1
CCOC(=O)N1CCC(N(CCN(C)C)C(=S)Nc2cc(Cl)ccc2C)CC1
 : -0.1 | i | i | i | i | i | i | i | i | i | 15
CC(=O)Nc1ccc(NC(=O)C(C)OC(=O)c2ccc(N(C)C)cc2)cc1 (configuration not stated)
 : -0.1 | i | i | i | i | i | i | i | i | i | 23
O=C1c2ccccc2S(=O)(=O)c2cc(C(=O)N3CCC(O)CC3)ccc21
 : -0.1 | i | i | i | i | i | i | i | i | i | 20
CC(C)CN(C(=O)c1ccc(C(F)(F)F)cc1)c1c(N)n(CC(C)C)c(=O)[nH]c1=O
 : -0.2 | i | i | i | i | i | i | i | i | i | 17
O=C(c1ccco1)N(Cc1ccc([N+](=O)[O-])cc1)c1ccc(Cl)cc1
 : 0.6 | i | i | i | i | i | i | i | i | i | 10
COC(CNC(=O)c1ccc2nc(-c3cccs3)c(-c3cccs3)nc2c1)OC
 : -37 | i | i | i | i | i | i | i | i | i | 15
COc1ccc(NC(=O)c2cn(-c3ccccc3)nc2-c2cc3ccccc3o2)cc1
 : 1.6 | i | i | i | i | i | i | i | i | i | 11
O=c1[nH]c2ccccc2n1CCCN1CCCCC1
 : -0.1 | i | i | i | i | i | i | i | i | i | 17
Cc1cccc(OCCC(=O)OCC(=O)Nc2c(C)nn(-c3ccccc3)c2C)c1
 : 0.1 | i | i | i | i | i | i | i | i | i | 4
CCc1cccc(NC(=O)CN(c2ccc(C)cc2)S(=O)(=O)c2c(C)noc2C)c1
 : -0.5 | i | i | i | i | i | i | i | i | i | nt
COc1cccc(C2(c3cccc(OC)c3)CC2C(=O)Nc2ccc(F)cc2)c1 (configuration not stated)
 : -0.5 | i | i | i | i | i | i | i | i | i | 21
CN1CCN(C(=O)c2ccc3c(=O)n4c(nc3c2)CCCCC4)CC1
 : 0.0 | i | i | i | i | i | i | i | i | i | 18
Cc1ccccc1N(Cc1nnc2n1CCCCC2)C(=O)Nc1ccccc1
 : -0.1 | i | i | i | i | i | i | i | i | i | 32
Cc1noc(C(=O)NCc2cccnc2)c1Cl
 : 0.2 | i | i | i | i | i | i | i | i | i | 17
CC(C)COc1ccc(S(=O)(=O)n2cc(F)c(=O)[nH]c2=O)cc1
 : -1.8 | i | i | i | i | i | i | i | i | i | -27

Next part:
Second line of a record – HIF activator | MrgX1 agonist | TRPC6 act | TRPC4 inh | MrgX1 PAM | TRPC4 agonist | MrgX1 antagonist | TRPC6 inh | TRPC4 potent | PolyA inh | AI-2 QS modul
Cc1nn(CC(=O)O)c(C)c1NC(=O)c1cccs1
 : -0.2 | i | i | i | i | i | i | i | i | i | 18
COC(=O)c1ccc(/C=N/NS(=O)(=O)c2cc(C)ccc2C)cc1
 : 0.2 | i | i | i | i | i | i | i | i | i | 18
COc1ccc2oc(=O)c(C(=O)N3CCc4ccccc43)cc2c1
 : -1.4 | i | i | i | i | i | i | i | i | i | -2
FC(F)Oc1ccc(N=C2SCC3CCCCN23)cc1 (configuration not stated)
 : 3.6 | i | i | i | i | i | i | i | i | i | nt
CCC(C)(C)n1nnnc1C(c1ccc(C)cc1)N1CCN(C(=O)c2ccco2)CC1 (configuration not stated)
 : 0.3 | i | i | i | i | i | i | i | i | i | 9
CCOc1ccc(NC(=O)CCSc2ccc(C)cc2)cc1
 : -0.2 | i | i | i | i | i | i | i | i | i | 12
COc1ccc(-c2nc3c(s2)CCc2onc(-c4ccc(OC)cc4)c2-3)cc1
 : 0.2 | i | i | i | i | i | i | i | i | i | 8
CC(=O)SCC(=O)N=c1sc2cc(F)ccc2n1C
 : -0.3 | i | i | i | i | i | i | i | i | i | 22
CCN1CCN(c2ccc(NC(=O)COc3ccc([N+](=O)[O-])cc3)cc2)CC1
 : -0.1 | i | i | i | i | i | i | i | i | i | 11
O=S(=O)(c1cccc(Cl)c1)N1CCCC1
 : -0.5 | i | i | i | i | i | i | i | i | i | 13
O=C(c1ccc2c(=O)n(Cc3ccc(Cl)cc3)c(=S)[nH]c2c1)N1CCCC1
 : 0.1 | i | i | i | i | i | i | i | i | nt | 33
CCOc1ccccc1OCCCOc1ccc(C)cc1Cl
 : 1.6 | i | i | i | i | i | i | i | i | i | 15
CCCCN1C(=O)NC(c2ccc(OC)cc2)C(C(=O)OCc2ccccc2)=C1C (configuration not stated)
 : 0.0 | i | i | i | i | i | i | i | i | i | 21
Cc1ccc(/C=N/NC(=O)c2ccncc2)o1
 : -0.6 | i | i | i | i | i | i | i | i | i | 21
Cc1cc(=O)n(Cc2ccccc2)c2ccccc12
 : -0.4 | i | i | i | i | i | i | i | i | i | 15
O=C(COc1ccc(F)cc1)Nc1cc(Cl)ccc1-n1cncn1
 : 1.5 | i | i | i | i | i | i | i | i | i | 18

From PubChem BioAssay
